Mtb BioA inh: inhibitors of Mycobacterium tuberculosis BioA enzyme | inhibition, % at 9.99 µM | 360,000 tested, 0.096% active | purified M. tuberculosis BioA enzyme, plate reader | AID 602481; in the data active = inhibition above about 40%; inconclusive = no clear call, values can overlap the other calls
BoNT-F LC inh: BoNT F light chain protease inhibition. Multiplex microsphere protease cleavage assay, flow cytometry. 360,000 tested, 0.22% active. inhibition, % at 10 µM; in the data active = inhibition above about 35%, passing the limit was not always enough; inconclusive = no clear call, values can overlap the other calls; also: plate controls were buffer without enzyme for full effect and enzyme alone for no effect
FadD28 FP inh: M. tuberculosis FadD28 bisubstrate binding inhibition; FadD28 bisubstrate probe binding, fluorescence polarization; inhibition, % at 12.5 µM; 360,000 tested, 0.22% active; in the data active = inhibition above about 8.5%, passing the limit was not always enough; inconclusive = no clear call, values can overlap the other calls
MazEF act: increases E. coli MazEF RNase cleavage of RNA | FAM/BHQ RNA-DNA oligo cleavage fluorescence, 5 h | activation, % at 20 µM | 350,000 tested, 0.32% active; in the data active = activation above about 50%
Target sequence (P0AE70 whole entry, looked up): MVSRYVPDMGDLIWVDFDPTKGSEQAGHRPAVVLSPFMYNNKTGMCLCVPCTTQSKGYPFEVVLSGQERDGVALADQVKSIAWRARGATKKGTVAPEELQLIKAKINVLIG
Mtb FBA inh: Mtb fructose-bisphosphate aldolase inhibition. P9WQA3. purified M. tuberculosis FBA, fluorescence read-out. inhibition, % at 1 µM. 360,000 tested, 2.3% active. AID 588726; in the data active = inhibition above about 27%;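 also: 0% = vehicle and 100% = reference inhibitor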
Mtb UGM inh: inhibitors of M. tuberculosis UDP-galactopyranose mutase. AID 504406. inhibition, % at 10 µM. P9WIQ1. purified UGM, fluorescence polarization probe displacement. 320,000 tested, 0.06% active; in the data active = inhibition above about 10%, passing the limit was not always enough; inconclusive = no clear call, values can overlap the other calls
Target sequence (P9WIQ1 whole entry, looked up): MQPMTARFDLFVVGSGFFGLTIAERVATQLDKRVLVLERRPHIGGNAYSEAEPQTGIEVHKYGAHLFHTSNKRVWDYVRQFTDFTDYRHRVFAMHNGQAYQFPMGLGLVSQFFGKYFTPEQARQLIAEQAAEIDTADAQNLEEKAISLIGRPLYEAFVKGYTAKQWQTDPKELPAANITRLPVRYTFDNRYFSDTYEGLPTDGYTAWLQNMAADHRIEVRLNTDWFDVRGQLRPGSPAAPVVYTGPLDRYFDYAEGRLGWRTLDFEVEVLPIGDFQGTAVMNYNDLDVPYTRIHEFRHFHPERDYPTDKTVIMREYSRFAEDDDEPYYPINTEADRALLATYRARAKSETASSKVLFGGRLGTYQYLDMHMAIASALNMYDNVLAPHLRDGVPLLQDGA
PrPC TRFRET: inhibitors of human cell surface prion protein PrPC. inhibition, % at 13.8 µM. 370,000 tested, 0.43% active. TR-FRET read-out. P04156. AID 720596; in the data active = inhibition above about 24%; also: 0% = median of the test wells and 100% = reference compound wells
GDH-TPI counter: inhibits GDH-TPI coupling enzymes, artifact for Mtb FBA screen | GDH-TPI coupled enzyme counterscreen, NADH absorbance | inhibition, % at 4.8 µM | 360,000 tested, 1.2% active; in the data active = inhibition above about 30%;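 also: 0% = DMSO wells and 100% = wells lacking the enzyme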
Rv3671c protease: inhibitors of M. tuberculosis serine protease Rv3671c | inhibition, % at 5.96 µM | 320,000 tested, 0.048% active | AID 2606; in the data active = inhibition above about 38%;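 also: extracellular domain of Rv3671c used as enzyme; 0% = enzyme with DMSO and 100% = no enzyme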
Target sequence (P9WHR9 whole entry, looked up, the tested form may be a part): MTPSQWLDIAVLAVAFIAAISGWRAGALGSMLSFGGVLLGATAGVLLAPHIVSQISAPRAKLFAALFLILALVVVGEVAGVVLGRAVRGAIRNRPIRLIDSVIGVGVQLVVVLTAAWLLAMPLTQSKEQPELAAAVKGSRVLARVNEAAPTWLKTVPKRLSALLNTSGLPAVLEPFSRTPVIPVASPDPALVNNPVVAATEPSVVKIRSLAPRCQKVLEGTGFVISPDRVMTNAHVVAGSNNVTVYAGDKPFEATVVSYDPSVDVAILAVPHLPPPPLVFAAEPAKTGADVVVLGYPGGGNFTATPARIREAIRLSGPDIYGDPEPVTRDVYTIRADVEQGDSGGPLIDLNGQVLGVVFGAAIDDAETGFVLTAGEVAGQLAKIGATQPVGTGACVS
* hit, by the source's call; ? = inconclusive; / = not tested or not shown.

SMILES | Mtb BioA inh | BoNT-F LC inh | FadD28 FP inh | MazEF act | Mtb FBA inh | Mtb UGM inh | PrPC TRFRET | GDH-TPI counter | Rv3671c protease
CCN1CCN(c2cc(C)c3cc(NC(=O)CCC(=O)Nc4ccc(OC)cc4OC)ccc3n2)CC1 | -0.9 | 3 | -2.1 | 4 | 23 | -1.4 | -3 | 14 | -5
CC(C)n1cc(/C=C/c2cc[n+](C)cc2)c2ccccc21 | -232 | ? | -1.6 | 69* | -23 | / | -27 | -7 | /
Cc1cc(C)c(S(=O)(=O)N2CCOC2CNC(=O)C(=O)NCCCN2CCOCC2)c(C)c1 (stereo not given) | -3.9 | -6 | 0.2 | 3 | 0 | 0.7 | 3 | 9 | -1
CC1(C)Cc2ccccc2-c2nc3ccccc3c(=O)n21 | 1.5 | 1 | -3.5 | 1 | -5 | -0.1 | -7 | -3 | -14
CC1=CN2C(=N)/C(=C/c3cn(CCCOc4ccccc4C)c4ccccc34)C(=O)N=C2S1 | -1.4 | -20 | -2.7 | -9 | -2 | 1.8 | -4 | -4 | 2
CCc1nnc(NC(=O)CCC(=O)N2CCN(Cc3ccc(OC)c(F)c3)CC2)s1 | 2.4 | -17 | -0.8 | 11 | 2 | -3.4 | 3 | -2 | 8
CCOC(=O)N1CCC(NC(=O)C2CCN(C(=O)N3CC(C)Oc4ccc(C)cc43)CC2)CC1 (stereo not given) | 0.7 | -3 | -1.1 | 3 | 1 | 1.4 | 10 | -5 | -1
COC(=O)C1=C(C)N(CCc2ccc(OC)c(OC)c2)C(=O)/C1=C\N(C)C | -0.4 | -39 | -3.9 | -4 | -1 | 2.2 | -2 | 3 | 6
O=C/C(=C\Nc1ccccn1)c1nc2ccccc2o1 | / | -6 | 0.0 | 7 | 5 | -0.4 | 1 | 24 | -12
COc1ccc(S(=O)(=O)N2CCN(CC(=O)c3[nH]c(C)c(C(C)=O)c3C)CC2)cc1OC | 0.7 | 4 | -4.4 | 1 | -3 | -0.9 | 3 | 9 | -1
COc1c(C(=O)Nc2ccc(CN3CCOCC3)cc2)cc2ccccc2c1Br | -0.6 | 1 | -0.1 | -3 | 1 | 1.7 | 3 | 1 | -26
CN(C)C(=O)C(OC(=O)c1ccc2c(c1)CCCC2)c1ccccc1 (stereo not given) | 0.0 | 4 | -5.2 | 5 | -4 | 0.1 | 6 | -1 | -2
Cc1cc(C(=O)NC2CCCc3c2cnn3-c2ccc(C)c(C)c2)no1 (stereo not given) | / | 10 | 0.5 | 0 | 1 | -0.4 | 11 | 10 | 1
CC(C)OC(=O)c1cccc(C(=O)OCc2ccco2)n1 | 0.3 | 10 | -1.1 | 1 | -1 | -2.6 | -1 | 5 | -6
CCCCNC(=O)CN1C(=O)C(CC)Oc2ccc(Cl)cc21 (stereo not given) | -0.9 | 13 | 2.0 | -4 | -3 | 0.8 | -1 | 15 | 8
CC1(C(=O)OCC(=O)Nc2ccc(C(N)=O)cc2)CC1(Cl)Cl (stereo not given) | / | 3 | -2.8 | 0 | -1 | -2.9 | 5 | -1 | -5
Cc1cc(C(F)F)n2ncc(C(=O)NCc3ccccc3F)c2n1 | / | 4 | -0.6 | -6 | 4 | 2.5 | 9 | 1 | -7
COc1ccc(S(=O)(=O)N2C[C@H]3CON(C)[C@H]3C[C@H]2c2ccc(-c3cccc(F)c3)cc2)cc1 | -3.7 | -2 | -3.5 | / | -2 | / | -4 | / | /
NS(=O)(=O)c1ccc(NS(=O)(=O)c2ccc(NC(=O)C3CC3)cc2)cc1 | -0.4 | 2 | -1.8 | 1 | 0 | 1.2 | -1 | 9 | -6
O=C(O)c1ccc2c(c1)CCCN2 | -4.1 | -11 | -2.6 | -1 | 1 | -1.2 | -5 | 5 | -4
CN(C)/C=C/C=C1C(=O)CCCC1=O | -0.9 | 11 | -1.7 | -8 | -5 | 3.1 | -7 | 8 | -5
COc1cccc(OCC(=O)Nc2cc(NC(=O)COc3cccc(OC)c3)cc(C(=O)O)c2)c1 | 1.0 | -2 | -13 | 4 | 2 | 1.7 | 4 | -4 | -4
O=C(NCc1ccccc1)/C(=C\c1ccccc1)NC(=O)c1ccco1 | 0.4 | 3 | -0.7 | 4 | -1 | 1.6 | -9 | 5 | 1
Cc1ccc(/C=N/NC(=O)c2ccc(Br)o2)s1 | / | -12 | -1.3 | -1 | -4 | -7.5 | 3 | 31* | -2
CC(=O)Nc1ccc(-c2nnc(SCC(=O)Nc3ccc4c(c3)oc3ccccc34)n2C)cc1 | -2.0 | -7 | -1.3 | -4 | 1 | -0.9 | -5 | 12 | -23

Looked up above:
Cc1ccc(/C=N/NC(=O)c2ccc(Br)o2)s1 | Mtb UGM inh: -7.5
CN(C)/C=C/C=C1C(=O)CCCC1=O | GDH-TPI counter: 8
NS(=O)(=O)c1ccc(NS(=O)(=O)c2ccc(NC(=O)C3CC3)cc2)cc1 | PrPC TRFRET: -1

(more compounds)
SMILES | Mtb BioA inh | BoNT-F LC inh | FadD28 FP inh | MazEF act | Mtb FBA inh | Mtb UGM inh | PrPC TRFRET | GDH-TPI counter | Rv3671c protease
Cc1ccc(S(=O)(=O)Nc2ccccn2)c(C)c1 | -0.6 | 0 | -2.6 | -14 | 7 | / | -10 | -3 | /
CCc1nn2c(NCCCO)cc(C)nc2c1-c1ccc(F)cc1 | 1.4 | -22 | -4.5 | 6 | -1 | -0.5 | -3 | -1 | -11
CC(C)CC(OC(=O)c1cccs1)C(=O)NCc1cccs1 (stereo not given) | -0.1 | -19 | -5.2 | 7 | -1 | 1.6 | 3 | 3 | -3
Cc1ccc(C(=O)Nc2ccccc2Sc2ccccc2)cc1 | / | -14 | 1.7 | 2 | 3 | 0.5 | 0 | 7 | 10
C=CCN1C(=O)c2ccc(C(=O)N(CC)CC(=O)Nc3cc(Cl)ccc3C)cc2C1=O | -1.5 | 5 | 0.3 | -7 | -4 | / | 0 | 1 | 7
CC(C)OCCCNC(=O)c1ccc2c(=O)n(Cc3ccc4c(c3)OCO4)c(=S)[nH]c2c1 | -1.9 | -3 | -2.2 | -4 | 1 | -1.5 | 1 | -4 | -6
O=C(NCC(=O)N1CCCC1)c1ccc(Cl)cc1 | -0.4 | 13 | -1.8 | 1 | 2 | -0.4 | 8 | 0 | 6
CC(C)Sc1nc(N2CCOCC2)c2c3c(sc2n1)COC(C)(C)C3 | -0.7 | 0 | -2.4 | 0 | 0 | -0.2 | -4 | 5 | 9
CN(C)CCCN(C(=O)c1ccc2c(c1)CCCC2)c1nc2ccc(F)cc2s1 | 0.2 | -10 | -4.0 | 17 | 2 | 1.3 | -9 | 1 | 9
CN(C)c1ccc(/C=C2/SC(=O)N(CCN=C3NS(=O)(=O)c4ccccc43)C2=O)cc1 | -1.1 | -8 | -3.7 | -319 | -19 | -0.1 | -4 | -4 | -5
Cc1ccc(C)c(NC(=O)CCc2c(C)nn(-c3ccc(N4CCCCC4)nn3)c2C)c1 | 1.3 | -5 | -2.6 | 3 | 2 | -0.3 | 0 | 4 | 13
COc1cc2ncnc(NCc3ccccc3F)c2cc1OC | -0.6 | -22 | -1.9 | 6 | 2 | 3.1 | 10 | 0 | -8
Cc1ccc(CN2CCN(c3cccc4[nH]ccc34)CC2)cc1 | / | -29 | 0.6 | 3 | 1 | 0.3 | -2 | 4 | 1
CC(C)C(=O)NC(=S)Nc1ccc(CN2CCOCC2)cc1 | / | -2 | 1.1 | 4 | 2 | -1.3 | -3 | 6 | -2
Cc1ccc(-c2ocnc2C(=O)N2CCOCC2)cc1 | -0.8 | 2 | -0.2 | 5 | 2 | 0.5 | 4 | -1 | 7
Cc1nnc(NC(=O)CSc2nnc(-c3ccc(S(=O)(=O)N4CCCC4)cc3)n2C)s1 | 4.2 | -4 | -0.1 | 9 | 1 | 0.2 | 2 | 7 | 8
C=CCn1c(SCC(C)=O)nnc1-c1ccc2ncccc2c1 | 4.1 | ? | -0.1 | -2 | 0 | 0.1 | 5 | 6 | 7
Cc1ccc(-c2nnn(CC(=O)N(CC(=O)NCC3CCCO3)c3ccc(F)c(Cl)c3)n2)o1 (stereo not given) | / | -11 | -1.9 | 5 | 4 | 2.8 | -3 | 2 | 5
COc1ccc(CN2CCNC(=O)C2CC(=O)N(C)Cc2ccncn2)c(OC)c1 (stereo not given) | -0.2 | 1 | -0.8 | -1 | -2 | -2.2 | -3 | 3 | 0
Cc1ccc(OCC(=O)N(C)CC(=O)NCc2ccco2)c(Br)c1 | -2.3 | 26 | 0.4 | 4 | 2 | / | -4 | 8 | /
O=C(c1ccc(Cl)c(S(=O)(=O)N2CCc3ccccc32)c1)N1CCN(c2ccccc2O)CC1 | -0.6 | -3 | -3.7 | -1 | 0 | 0.9 | 10 | -5 | 1
O=C(CN(c1cccc(Br)c1)S(=O)(=O)c1ccccc1)N/N=C/c1cc([N+](=O)[O-])ccc1O | 2.2 | -20 | 1.0 | 6 | -2 | -2.3 | 12 | 20 | 0
CN(C)c1ccc(/C=C(\C#N)c2ccccc2)cc1 | -1.7 | -2 | 0.5 | -6 | -1 | / | / | 14 | /
Cn1c2ccccc2c2nnc(N/N=C/c3ccc(O)cc3)nc21 | -0.3 | ? | -4.6 | 7 | 1 | -0.4 | -7 | -13 | 4
O=C(COC(=O)C1CCN(S(=O)(=O)c2cccs2)CC1)c1cc2ccccc2o1 | -1.3 | 5 | -1.8 | 60* | -1 | -3.0 | 6 | 2 | -5

(further entries)
SMILES | Mtb BioA inh | BoNT-F LC inh | FadD28 FP inh | MazEF act | Mtb FBA inh | Mtb UGM inh | PrPC TRFRET | GDH-TPI counter | Rv3671c protease
CCc1cccc(CC)c1NC(=O)CN1CCN(c2ccccc2)CC1 | 3.1 | 12 | -2.1 | -4 | 3 | -1.5 | 4 | -2 | 2
COc1ccc(CCN2C(=NC(=O)C(C)C)SC3CS(=O)(=O)CC32)cc1 (stereo not given) | -1.5 | ? | -5.1 | 8 | 0 | -0.8 | 1 | -7 | 0
COc1ccc(-c2nn(-c3ccccc3)cc2/C=C\C(=O)N2CCOCC2)cc1[N+](=O)[O-] | / | 1 | -3.1 | 3 | 0 | -0.8 | 2 | 10 | -2
CC(C)[N+](C)(C)CC(O)CN(c1ccccc1)c1ccccc1 (stereo not given) | -3.2 | -5 | 0.6 | 3 | 8 | 0.5 | 12 | -3 | -5
Cc1nc(N2CCN(C)CC2)c2c(C)c(C(=O)Nc3ccc(C)c(F)c3)sc2n1 | 13 | -3 | -4.6 | 5 | 1 | -0.5 | -14 | 21 | -9
O=C(O)c1c2cc(Br)ccc2nc2[nH]c(=O)[nH]c(=O)c12 | 2.8 | -4 | 0.7 | -4 | 9 | / | -6 | 11 | /
Nc1c2c(nc3sc4c(c13)CCCCC4)CCCCC2 | 4.0 | -8 | -4.8 | 6 | -1 | 0.0 | 0 | -7 | 4
COc1ccccc1-n1ccnc1SCC(=O)NCc1ccco1 | / | 0 | -0.1 | 10 | 2 | -0.2 | 7 | -2 | -2
CC(=O)Nc1cccc(C(=O)OCC(=O)Nc2nnc(-c3ccccc3)o2)c1 | -0.9 | 7 | 1.3 | -6 | -1 | 3.4 | -5 | 8 | 3
CC(/C=C/C=C/c1ccccc1)=N/NC(=O)c1ccc2c(c1)OCCO2 | -1.2 | / | -2.0 | 5 | -1 | 1.7 | 9 | 17 | -2
CCOc1ccccc1N1CC(C(=O)NCCOc2ccccc2OC)CC1=O (stereo not given) | -0.6 | / | -0.2 | -2 | -1 | -2.3 | 1 | 6 | -1
COCC(=O)N1CCCC(C(=O)c2ccc(Oc3ccccc3)cc2)C1 (stereo not given) | / | 1 | -0.8 | 6 | 0 | -1.5 | -1 | -3 | 2
CCN(CC)S(=O)(=O)c1ccc(C(=O)NCCN2C(=O)S/C(=C\c3cccnc3)C2=O)cc1 | / | -5 | 0.0 | 4 | 3 | 1.7 | 4 | 10 | 1
O=C(Nc1ccc(S(=O)(=O)Nc2ncccn2)cc1)c1cc([N+](=O)[O-])ccc1Cl | -0.5 | 0 | -2.8 | 9 | 3 | 0.8 | -19 | 6 | -2

Full records, quoted from the list.
`Nc1c2c(nc3sc4c(c13)CCCCC4)CCCCC2` as listed: Mtb BioA inh: 4.0; BoNT-F LC inh: -8; FadD28 FP inh: -4.8; MazEF act: 6; Mtb FBA inh: -1; Mtb UGM inh: 0.0; PrPC TRFRET: 0; GDH-TPI counter: -7; Rv3671c protease: 4
`CC(C)[N+](C)(C)CC(O)CN(c1ccccc1)c1ccccc1` (stereo not given) as listed: Mtb BioA inh: -3.2; BoNT-F LC inh: -5; FadD28 FP inh: 0.6; MazEF act: 3; Mtb FBA inh: 8; Mtb UGM inh: 0.5; PrPC TRFRET: 12; GDH-TPI counter: -3; Rv3671c protease: -5

Screens (PubChem BioAssay)
